High-throughput results as filed in PubChem BioAssay.
TRPC4 potent: allosterically enhances the mouse TRPC4 cation channel; Q9QUQ5; HEK293 TRPC4beta/mu-opioid, DAMGO EC20, Fluo-4 Ca2+ flux; hits give high values; B-score at 10 µM; 310,000 tested, 0.42% active; AID 2227;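 active = B-score of calcium response area above 5 SD of library B-scores, with initial fluorescence ratio within 5 SD of library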;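 also: B-score of integrated fluorescence ratio over time as area under calcium response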
TRPC4 agonist: activators of mouse TRPC4 channel; Q9QUQ5; AID 2237; 310,000 tested, 0.49% active; HEK293 TRPC4beta/mu-opioid, Fluo4 calcium fluorescence; hits give high values; B-score at 10 µM;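 active = B-score above 5 SD of library B-scores, and initial fluorescence ratio not above library mean plus 5 SD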;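 also: positive B-score marks a calcium rise read as TRPC4 activation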
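Incubation: 45 min room-temperature Fluo4 loading, 110 s read / System: HEK293 cells stably co-expressing mouse TRPC4beta and mu-opioid receptor / Signal: Fluo4 fluorescence, kinetic / Control set: buffer (low) and maximal DAMGO (high) / Measure: integrated baseline-normalised fluorescence ratio, converted to per-well B score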
TMEM16A act: activators or potentiators of mouse TMEM16A chloride channel. Q8BHY3. HEK293 TMEM16A/YFP-H148Q/I152L, iodide quench fluorescence; hits give low values. B-score at 10 µM. 340,000 tested, 0.3% active;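 active = fluorescence-ratio B-score plate-corrected deviation score at least 3 library SD below zero, with starting fluorescence score within 5 deviations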;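 also: channel opened by trigger with iodide after compound preincubation; score built on the fluorescence ratio of max minus min over baseline; more negative score means more quench and so TMEM16A activation or potentiation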
HDAC3 inhib: blocks human histone deacetylase 3 | inhibition, % at 8.3 µM | 320,000 tested, 0.15% active | O15379 | AID 2718 | recombinant HDAC3, fluorogenic peptide/trypsin coupled, fluorescence; in the data active = inhibition above about 26%, passing the limit was not always enough
KCNQ1 block: human KCNQ1 channel inhibition; B-score at 10 µM; P51787; 310,000 tested, 1.3% active; CHO-K1 KCNQ1, FluxOR thallium flux fluorescence; hits give high values;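 active = compounds whose thallium flux B-score, printed positive for inhibition, exceeds three library SD while starting fluorescence stays within three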;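 also: channel opened by potassium depolarization with thallium stimulus after 20 min compound exposure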
ANO1 block: blocks the mouse calcium-activated chloride channel TMEM16A | Q8BHY3 | HEK293 TMEM16A/YFP iodide influx fluorescence, ionomycin | normalized B-score (activity score, 25-100; higher = stronger inhibition) at 10 µM | 310,000 tested, 1.2% active | AID 588511;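 active = ratio plate-corrected score three or more library SD toward inhibition, starting fluorescence score within five deviations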;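 also: score derived from kinetic fluorescence span divided by baseline fluorescence per well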
KCNK9 block: blocks the human KCNK9 two-pore domain potassium channel. HEK293 KCNK9, FluxOR thallium flux fluorescence; hits give low values. 310,000 tested, 1.2% active. B-score at 10 µM. AID 488922. Q9NPC2;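 active = ratio B-score over 3 SD below the library mean, with starting fluorescence within 5 SD of its mean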;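 also: negative B-score means less thallium flux so channel inhibition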
Target sequence (Q9NPC2 whole entry, looked up, the tested form may be a part): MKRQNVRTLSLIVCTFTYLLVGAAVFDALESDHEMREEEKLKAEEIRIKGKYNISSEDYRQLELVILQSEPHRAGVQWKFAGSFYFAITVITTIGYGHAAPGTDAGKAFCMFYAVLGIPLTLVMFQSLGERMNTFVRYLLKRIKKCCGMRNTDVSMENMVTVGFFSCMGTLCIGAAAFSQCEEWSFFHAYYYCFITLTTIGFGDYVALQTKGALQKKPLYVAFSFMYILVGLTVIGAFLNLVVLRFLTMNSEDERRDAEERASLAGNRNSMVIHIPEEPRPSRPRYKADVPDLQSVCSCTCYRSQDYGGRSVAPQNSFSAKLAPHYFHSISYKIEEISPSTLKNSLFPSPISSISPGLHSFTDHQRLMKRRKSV
hERG rescue: hERG (human) protection from proarrhythmic block | AID 1511 | CHO-hERG, FluxOR thallium flux, dofetilide IC70 present | 310,000 tested, 0.51% active | Q12809 | activation (rescue from dofetilide block), less the hit threshold, % at 10 µM;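 active = activation above the mean of controls blocked by dofetilide plus 5 SD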;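 also: thallium influx through hERG after potassium depolarization seen as dye fluorescence rise; in these data hits start at about 4.7%; inactives centre near -7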
Dyrk1A ADPGlo: blocks rat Dyrk1A kinase activity. Q63470. ADP-Glo luminescence, NFATc1 peptide. inhibition, % at 12.5 µM. 310,000 tested, 0.43% active; in the data active = inhibition above about 50%;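 also: plate controls were vehicle with enzyme for no effect and no enzyme for full effect; many of its hits are not listed in these tables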
KCNK3 inh: human KCNK3 channel inhibition, primary screen; B-score at 10 µM; 340,000 tested, 0.84% active; CHO-KCNK3 thallium flux, FluxOR fluorescence; hits give low values; O14649;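 active = B-score under library mean minus 4 SD, starting fluorescence ratio at most library mean plus 5 SD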;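 also: more negative B-score means stronger inhibition of thallium flux through KCNK3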
Target sequence (O14649 whole entry, looked up): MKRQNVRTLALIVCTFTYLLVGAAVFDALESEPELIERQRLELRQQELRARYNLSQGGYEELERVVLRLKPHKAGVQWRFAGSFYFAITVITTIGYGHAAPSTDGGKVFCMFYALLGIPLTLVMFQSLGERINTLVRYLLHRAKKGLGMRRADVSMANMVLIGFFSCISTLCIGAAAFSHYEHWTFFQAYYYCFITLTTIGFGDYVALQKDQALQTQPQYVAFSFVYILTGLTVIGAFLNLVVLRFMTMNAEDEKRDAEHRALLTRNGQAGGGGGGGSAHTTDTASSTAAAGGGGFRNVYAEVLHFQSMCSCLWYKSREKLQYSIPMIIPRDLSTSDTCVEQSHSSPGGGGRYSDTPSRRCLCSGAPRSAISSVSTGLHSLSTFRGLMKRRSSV
KCNQ1 act: potentiators or activators of human KCNQ1 potassium channel; CHO-K1 KCNQ1, thallium flux FluxOR fluorescence; hits give high values; B-score at 10 µM; 310,000 tested, 0.35% active; AID 2648;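 active = fluorescence ratio B-score, a plate-corrected score, at least three library SD, with initial intensity B-score within 5 SD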
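assay system = CHO-K1 cells stably expressing KCNQ1 | medium = assay buffer, equal DMSO in all wells | timing = 37 °C overnight plating, 90-min dark dye load, 20-min compound pretreatment | measured by = kinetic FluxOR thallium fluorescence, 10-s 1-Hz baseline, 110-s post-stimulus read | measure = fluorescence change relative to baseline, converted to B score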
* = called active by the depositor; i = inactive; . = not tested or not shown.

Results follow in this order: TRPC4 potent, TRPC4 agonist, TMEM16A act, HDAC3 inhib, KCNQ1 block, ANO1 block, KCNK9 block, hERG rescue, Dyrk1A ADPGlo, KCNK3 inh, KCNQ1 act
- O=C(c1cccc(NS(=O)(=O)c2ccc(F)cc2)c1)N1CCN(c2ccccc2)CC1
    i, i, i, ., i, i, i, -5.0, 3.8, i, i
- O=C1CC(c2ccc(F)cc2)CC2=C1C(c1ccc([N+](=O)[O-])o1)Nc1ccccc1N2 (configuration not stated)
    i, i, i, 8.7, i, i, i, -9.7, -5.7, i, i
- CCCOc1cccc(C(=O)Nc2ccc(CN3CCOCC3)cc2)c1
    i, i, i, 2.4, i, i, i, -4.7, 2.3, i, i
- COC(=O)c1ccc(CO/N=C/c2ccc(OC)cc2OC)cc1
    i, i, i, 6.5, i, i, i, -5.6, 7.8, i, i
- CC(C)CNC(=O)COC(=O)c1cncc(Br)c1
    i, i, i, 0.5, i, i, i, -6.2, -4.0, i, i
- O=[N+]([O-])c1ccc(CN2CCN(c3ccc4ccccc4n3)CC2)cc1
    i, i, i, 0.7, i, i, i, -5.7, -2.1, i, i
- Cc1ccnn1CCC(=O)O
    i, i, i, -3.9, i, i, i, -11.9, -4.4, i, i
- O=C(CC(=O)N/N=C/c1cccs1)NCc1ccccc1
    i, i, i, 5.0, i, i, i, -0.3, 4.8, i, i
- CCCCc1nc2sc3c(=O)n(N)cnc3c2c2c1CCC2
    i, i, i, 8.1, i, i, i, -5.9, -6.0, i, i
- CCCCCN1CN(S(=O)(=O)c2cccs2)c2nc3ccccc3nc21
    i, i, i, 3.0, i, i, i, -13.3, 8.5, i, i
- O=C(Nc1ccnc(-c2cccnc2)n1)c1cccc(Cl)c1Cl
    i, i, i, 0.7, i, i, i, -9.2, -8.0, i, i
- CCN(CC)N=Nc1ccc(S(=O)(=O)N2CCSC2C(=O)O)cc1 (configuration not stated)
    i, i, i, 4.2, i, i, i, -4.0, -2.4, i, i
- Cc1nc(N2CCN(C(=O)CCC(=O)O)CC2)c2c(C)c(C)sc2n1
    i, i, i, 9.9, i, i, i, 0.9, 4.1, i, i
- NNC(=O)/C(=C/c1cccs1)NC(=O)c1ccccc1Cl
    i, i, i, 5.5, i, i, i, -6.1, ., i, i
- O=C(NN=C1CCCCCC1)c1cc(-c2ccccc2)nc2ccccc12
    i, i, i, 7.8, i, i, i, -14.0, -10.5, i, i
- CCc1nnc(NC(=O)CSc2nnc(COc3ccccc3)n2-c2ccc(C)cc2)s1
    i, i, i, ., i, i, i, -12.7, 3.7, i, i
- COc1ccc(-n2ncc3c2CC(C)(C)CC3NC(=O)CSc2ccccn2)cc1 (configuration not stated)
    i, i, i, -2.1, i, i, i, -12.6, -0.2, i, i
- CC1CCN(C(=O)COc2ccc3ccccc3c2Br)CC1
    i, i, i, -4.5, i, i, i, 0.2, -6.4, i, i
- COc1ccc(OCC(O)CNC(=O)/C=C/c2cccc([N+](=O)[O-])c2)cc1 (configuration not stated)
    i, i, i, -0.3, i, i, i, -10.7, -2.0, i, i
- O=C1CCCN1CCC(=O)N1CCCC(Nc2ccc(F)cc2)C1 (configuration not stated)
    i, i, i, 5.4, i, i, i, -8.9, 4.8, i, i
- CCOc1ccc(OCCC(=O)N2CCN(S(=O)(=O)c3cccc(F)c3)CC2)cc1
    i, i, i, -0.7, i, i, i, -6.6, 4.6, i, i
- CC(=O)c1nn(-c2ccccc2)cc1C(=O)c1cccc(Br)c1
    i, i, i, -4.6, i, i, i, -1.0, -1.4, i, i
- Cc1cc(=O)oc2cc(OCC(=O)NC(Cc3c[nH]c4ccc(O)cc34)C(=O)O)c(Cl)cc12 (configuration not stated)
    i, i, i, 0.6, i, i, i, -4.3, 1.9, i, i
- Cc1ccc(S(=O)(=O)N2CCN(C(=O)CSc3ncc(C(F)(F)F)cc3Cl)CC2)cc1
    i, i, i, 1.0, i, i, i, -5.6, 1.3, i, i
- CCOc1ccc(NC(=O)Nc2cc(C(C)C)ccc2C)cc1
    i, i, i, ., i, ., i, -8.2, 3.2, i, i
- COc1cc(OC)c2cc(C(=O)N[C@H](C(=O)N3CCC[C@H]3C(=O)O)C(C)C)n(C)c2c1
    i, i, i, -8.2, i, i, i, -7.0, 1.7, i, i
- CCOc1ccccc1CNS(=O)(=O)c1ccc(-c2cnc(C3CC3)o2)cc1
    i, i, i, ., i, i, i, -12.6, 10.5, i, i
- CC1CN(c2ccc(NC(=S)NNCCC#N)cc2)CC(C)O1 (configuration not stated)
    i, i, i, 3.8, i, i, i, -12.5, 2.3, i, i
- COc1cc(OC)c2c(C)cc(=O)oc2c1C(CCN1CCOCC1)c1ccc2c(c1)OCO2 (configuration not stated)
    i, i, i, 4.0, i, i, i, -12.7, 7.0, i, i
- CC(=O)c1ccc(NC(=S)NN2C(C)CCCC2C)cc1 (configuration not stated)
    i, i, i, 5.2, i, i, i, -10.4, -3.3, i, i
- CCN(CC)S(=O)(=O)c1ccc(OC)c(NC(=O)C2CC(=O)N(c3ccc4c(c3)OCCO4)C2)c1 (configuration not stated)
    i, i, i, 4.2, i, i, i, -10.3, 2.3, i, i
- CCC(Oc1ccccc1)C(=O)Nc1nnc(S(=O)(=O)N2CCCC2)s1 (configuration not stated)
    i, i, i, -2.7, i, i, i, -3.4, 3.0, i, i
- C/C(=N\NC(=O)c1ccc(Cl)cc1)c1cccnc1
    i, i, i, 2.2, i, i, i, -2.0, -3.2, i, i
- O=C(NCc1ccco1)c1ccc(Cn2c(=S)[nH]c3ccccc3c2=O)cc1
    i, i, i, 6.6, i, i, i, 1.7, ., i, i
- COC(=O)c1cc(NS(=O)(=O)c2ccc(Cl)c(N3C(=O)c4ccc(C(=O)O)cc4C3=O)c2)cc(C(=O)OC)c1
    i, i, i, 6.0, i, i, i, -7.2, -0.4, i, i
- COc1ccc(N(CC(=O)N2CCN(C)CC2)S(C)(=O)=O)cc1OC
    i, i, i, 0.4, i, i, i, -2.3, -2.3, i, i
- O=C(/C=C\Nc1ccc(Br)cc1)c1cccnc1
    i, i, i, 4.5, i, i, i, -9.3, 2.7, i, i
- Cc1ccc(S(=O)(=O)NCCC(=O)NC2CCN(Cc3ccccc3)CC2)cc1
    i, i, i, 3.4, i, i, i, -10.8, -5.6, i, i
- CC(=O)N1c2ccc(S(=O)(=O)N3CCCCC3)cc2CC1C (configuration not stated)
    i, i, i, 3.5, i, i, i, -7.7, ., i, i
- CCN(CC)c1nc(N)n(CCSC(=S)N(C)C)c(=O)n1
    i, i, i, -2.2, i, i, i, -8.1, -1.4, i, i
- O=C1c2ccccc2C(O)(Cc2ccccc2)N1C1CCCCC1 (configuration not stated)
    i, i, ., 1.9, i, i, i, -12.9, ., ., i
- CCC(=O)Nc1ccc(-c2ccc(N3CCN(C)CC3)nn2)cc1
    i, i, i, 2.9, i, i, i, -8.0, -6.2, i, i
- NS(=O)(=O)c1cccc(C(=O)NC2CCSc3ccccc32)c1 (configuration not stated)
    i, i, i, 0.1, i, i, i, -14.2, -2.6, i, i
- COc1ccc(OC)c(CNC(=O)CCS(=O)(=O)c2ccc3c(c2)oc(=O)n3C)c1
    i, i, i, 6.3, i, i, i, 1.0, -2.8, i, i
- COc1ccccc1N1CCN(C(=O)/C=C/c2ccc(C)cc2)CC1
    i, i, i, 4.6, i, i, i, -4.5, 0.3, i, i
- CC(C)(C)C(=O)/C=C1\NC(=O)CS1
    i, i, i, 1.9, i, i, i, -10.8, ., i, i
- CCCCCc1nnc(NC(=O)NS(=O)(=O)c2ccc(C)cc2)s1
    i, i, i, -0.2, i, i, i, -5.5, -1.0, i, i
- Cc1c(/C=N\NC(=O)C2COc3ccccc3O2)c2ccccc2n1C (configuration not stated)
    i, i, i, 9.0, i, i, i, -5.7, -4.8, i, i
- COc1ccc2c(c1)c(C(=O)CN1CCC(C(N)=O)CC1)c(C)n2C
    i, i, i, 0.2, i, i, i, -10.7, -3.0, i, i
- CCN(CC)S(=O)(=O)c1ccc(NC(=O)CN(c2cccc(C)c2)S(C)(=O)=O)cc1
    i, i, i, 0.0, i, i, i, -6.5, -3.6, i, i

In the list so far, these contain an NH in an aromatic ring.
Results follow in this order: TRPC4 potent, TRPC4 agonist, TMEM16A act, HDAC3 inhib, KCNQ1 block, ANO1 block, KCNK9 block, hERG rescue, Dyrk1A ADPGlo, KCNK3 inh, KCNQ1 act
- Cc1cc(=O)oc2cc(OCC(=O)NC(Cc3c[nH]c4ccc(O)cc34)C(=O)O)c(Cl)cc12 (configuration not stated)
    i, i, i, 0.6, i, i, i, -4.3, 1.9, i, i
- O=C(NCc1ccco1)c1ccc(Cn2c(=S)[nH]c3ccccc3c2=O)cc1
    i, i, i, 6.6, i, i, i, 1.7, ., i, i

Following part:
Results follow in this order: TRPC4 potent, TRPC4 agonist, TMEM16A act, HDAC3 inhib, KCNQ1 block, ANO1 block, KCNK9 block, hERG rescue, Dyrk1A ADPGlo, KCNK3 inh, KCNQ1 act
- COC(=O)[C@H](Cc1ccccc1)NC(=O)N1CCCCC1C (some centres not stated)
    i, i, i, 6.2, i, i, i, -9.6, 0.6, i, i
- CC1=C/C(=N\OS(=O)(=O)c2ccccc2)C(C)=CC1=O
    ., ., -6.43*, 9.2, ., 100*, ., ., -4.5, i, .
- O=C(N/C(=N\O)c1ccccc1)Nc1ccc(Cl)cc1
    ., ., i, 2.3, ., i, ., ., 3.9, i, .
- COc1ccc(-c2csc(NC(C)c3nc4cc(Cl)c(Cl)cc4n3CCOCCO)n2)cc1 (configuration not stated)
    i, i, i, 5.1, i, i, -8.58*, -5.8, -1.4, i, i
- Cc1c(N)cc(N)cc1C(=O)O
    i, i, i, 1.3, i, i, i, -1.7, -2.7, i, i
- CCOC(=O)CSc1nnc(Cc2ccccc2)n1Cc1ccco1
    i, i, i, 2.7, i, i, i, -1.8, -6.8, i, i
- CCN(CC)S(=O)(=O)c1ccc(OC)c(NS(=O)(=O)c2cccc(C(=O)O)c2)c1
    i, i, i, -1.0, i, i, i, 1.3, -3.2, i, i
- CCCCc1nc2ccccc2c(N)c1CCC (tested in a mixture with another compound)
    i, i, i, 1.0, i, i, i, -8.9, 3.4, i, i
- O=C(CSc1nnc2n1CCCN2)c1ccc([N+](=O)[O-])cc1
    i, i, i, -3.4, i, i, i, -10.1, ., i, i
- C/C(=N\NC(=O)CNc1ccccc1)c1ccccc1
    i, i, i, 6.2, i, i, i, 0.7, -0.9, i, i
- O=S(=O)(NCCSc1ccccc1)c1cccs1
    i, i, i, 2.6, i, i, i, -12.1, -3.0, i, i

The list is partial; rates above refer to the full screens.
